Screening results deposited in PubChem BioAssay by National Center for Advancing Translational Sciences (NCATS).
D2 agonist: HTS Assay for Allosteric Agonists of the Human D2 Dopamine Receptor: Primary Screen for Agonists; 340,000 tested, 0.53% active; HEK293 T-REx D2 cells, calcium flux agonist mode; activation, % at 2 µM; D(2) dopamine receptor (Homo sapiens), P14416; AID 485358, 2010;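 active means activation over 3 SD above normal in the single-dose calcium agonist read, cut at about 30% in these data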; further: 0% is about no effect
Target sequence (P14416 whole entry, looked up): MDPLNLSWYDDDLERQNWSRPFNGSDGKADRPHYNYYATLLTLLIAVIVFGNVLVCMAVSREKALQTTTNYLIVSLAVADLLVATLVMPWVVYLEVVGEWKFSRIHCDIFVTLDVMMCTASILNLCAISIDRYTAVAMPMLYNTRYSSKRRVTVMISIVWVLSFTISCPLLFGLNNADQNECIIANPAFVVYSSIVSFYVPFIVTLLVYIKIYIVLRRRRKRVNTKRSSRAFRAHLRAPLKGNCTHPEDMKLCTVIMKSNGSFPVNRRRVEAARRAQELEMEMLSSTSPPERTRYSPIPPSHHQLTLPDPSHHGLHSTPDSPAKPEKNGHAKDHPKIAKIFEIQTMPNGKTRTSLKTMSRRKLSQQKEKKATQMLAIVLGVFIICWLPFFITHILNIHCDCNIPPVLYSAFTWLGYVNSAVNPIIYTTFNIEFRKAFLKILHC
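Agonism is scored from calcium flux in a force-coupled, inducible HEK293 cell line expressing D2, read kinetically for 180 s after compound addition against dopamine controls.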
TRHR PAM: qHTS for Small Molecule Agonists and Allosteric Enhancers of Human TRH Receptor: Primary Screen for Enhancers. Thyrotropin-releasing hormone receptor (Homo sapiens), P34981. TRHR cells, fluo-8 calcium fluorescence, EC20 TRH enhancement. enhancement, % at 2 µM. 360,000 tested, 0.66% active. AID 493056, 2011; in the data active means enhancement above about 30%; further: 0% is about no effect
Target sequence (P34981 whole entry, looked up): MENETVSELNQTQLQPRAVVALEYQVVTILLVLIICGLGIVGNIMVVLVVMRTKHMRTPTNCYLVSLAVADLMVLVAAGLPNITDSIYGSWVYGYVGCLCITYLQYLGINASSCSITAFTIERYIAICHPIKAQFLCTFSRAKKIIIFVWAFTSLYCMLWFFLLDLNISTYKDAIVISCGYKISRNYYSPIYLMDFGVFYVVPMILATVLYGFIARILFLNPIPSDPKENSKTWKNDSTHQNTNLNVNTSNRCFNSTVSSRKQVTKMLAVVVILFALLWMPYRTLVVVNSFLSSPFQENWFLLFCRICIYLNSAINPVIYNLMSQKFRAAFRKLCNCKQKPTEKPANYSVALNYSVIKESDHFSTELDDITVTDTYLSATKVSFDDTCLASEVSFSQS
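Enhancer read-out: after compound pinning and an initial kinetic agonist-mode read, an EC20 of TRH (10 nM final) was injected and fluo-8 calcium signal (Ex 480/Em 530) followed at 1 s/cycle for 100 cycles in TRHR-expressing cells.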
RXFP1 antag: qHTS Assay for Antagonists of the Relaxin Receptor RXFP1. activity change, negative = inhibition, % at 57.5 µM. HEK293-RXFP1, relaxin-stimulated cAMP HTRF, 30 min; active compounds read low. Relaxin receptor 1 (Homo sapiens), Q9HBX9. AID 1259400, 2018. 350,000 tested, 0.59% active;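 active means activity change of -60% or lower, but not beyond a set lower limit; inconclusive means change between -60% and -40%, or beyond the set limit; inactive means change above -40%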; further: on the % scale 0 is the no-effect control and ±100 the full control effect
D1 potentiator: Potentiators of Human D1 Dopamine Receptor: qHTS | HEK293 TREx D1 cells, calcium flux, dopamine EC20 potentiation | AID 504651, 2011 | D(1A) dopamine receptor (Homo sapiens), P21728 | 360,000 tested, 0.036% active | potentiation, % at 10 µM; in the data active means potentiation above about 30%; further: 0% is about no effect
TRHR agonist: qHTS for Small Molecule Agonists and Allosteric Enhancers of Human TRH Receptor: Primary Screen for Agonists; 360,000 tested, 0.18% active; activation, % at 2 µM; TRHR cells, calcium flux fluo-8, FDSS agonist mode; further: 0% is about no effect
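TRHR-expressing cells, plated overnight in medium with 10% serum, were loaded with fluo-8 calcium dye at room temperature. After a 10 s baseline, library compound was pin-added and calcium release was recorded kinetically (ex 480/em 530) as agonist response.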
D2 antagonist: HTS Assay for Allosteric Antagonists of the Human D2 Dopamine Receptor: Primary Screen for Antagonists; D(2) dopamine receptor (Homo sapiens), P14416; HEK293 TREx D2 cells, calcium flux, dopamine EC80; inhibition, % at 10 µM; 340,000 tested, 2% active; in the data active means inhibition above about 30%; further: 0% is about no effect
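Calcium mobilization kinetics were recorded at 1 s intervals in tetracycline-induced HEK293 T-REx D2 cells, first for 180 s after compound addition and then 180 s after EC80 dopamine.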
D1 ag: Allosteric Agonists of the Human D1 Dopamine Receptor: qHTS | 360,000 tested, 1% active | AID 504660, 2011 | HEK293 T-REx D1 cells, calcium flux, agonist mode | activation, % at 2 µM | D(1A) dopamine receptor (Homo sapiens), P21728; further: 0% is about no effect
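Agonism was scored from calcium flux recorded over 180 s (1 read/s) after pintool compound addition, following a 10-cycle baseline. Cells were inducible force-coupled HEK293 TREx D1, plated overnight at 30 C and loaded with no-wash calcium dye.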
D2 potentiator: HTS Assay for Positive Allosteric Modulators of the Human D2 Dopamine Receptor: Primary Screen for Potentiators | potentiation, % at 10 µM | HEK293 T-REx D2, calcium flux, EC20 dopamine potentiation | 340,000 tested, 0.34% active;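 active means potentiation over 3 SD above the plate norm, cut at about 30% in these data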; further: 0% is about no effect
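Calcium flux readout, no-wash dye, 1 read/s. Inducible HEK293 Trex D2 line, overnight 30 C. Compound alone 180 s (agonist flags), then EC20 dopamine, another 180 s to score potentiation.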
D1 antagonist: Antagonist of Human D 1 Dopamine Receptor: qHTS. 360,000 tested, 3.2% active. activity change, negative = inhibition, % at 10 µM. D(1A) dopamine receptor (Homo sapiens), P21728. HEK293 TREx D1 cells, calcium flux, dopamine EC80; active compounds read low. AID 504652, 2011; in the data active means activity change below about -30%; further: on the % scale 0 is the no-effect control and ±100 the full control effect
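Tetracycline-induced HEK293 Trex D1 cells, force-coupled to calcium, dye-loaded; compounds added and read 180 s, then EC80 dopamine added and calcium flux tracked kinetically another 180 s.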
* marks the source's active call; other numbers are inactive results; ? = inconclusive; . = not tested or not shown; & = joins results of further samples. Unless noted, no stated cut-off is given here; in the data, active means activation above about 30%; inactive means the rest.

smiles	D2 antagonist	D1 potentiator	D1 antagonist	D2 agonist	RXFP1 antag	D2 potentiator	TRHR agonist	D1 ag	TRHR PAM
CC(C)CC(NS(=O)(=O)c1ccc2c(c1)oc(=O)n2C)C(=O)NC1CCCc2ccccc21 (stereo not drawn)	-9	11	-1	0.4	.	-5	0.3	2	13
O=S(=O)(Nc1ccc(-c2ccc3nncn3n2)cc1)c1ccc(Cl)s1	-5	1	16	1.0	-1	-5	0.7	5	6
CN(C)c1ccc(NC(=O)Cc2ccccc2)c2ccccc12	18	5	3	-0.8	-16	-2	-1.9	1	-2
Cc1ccc(CNC(=O)C2CCCCN2S(=O)(=O)c2ccccc2)cc1 (stereo not drawn)	.	-7	12	.	7	.	0.4	0	-2
CCN1C(=O)c2ccccc2S(=O)c2ccc(C(=O)NCc3ccc(OC)cc3)cc21 (stereo not drawn)	81*	5&6	12&6	-1.4	?	-22	-0.5&-0.1	1&1	-6&-7
Cc1ccc(NC(=O)CSc2nnc(-c3n[nH]c4ccccc34)n2-c2ccccc2)c(C)c1	-9	-2	3	-0.9	5	0	-0.7	1	-3
Cc1cccn2c(CN3CCSCC3)c(C(=O)N3CCOCC3)nc12	13	3	2	1.1	6	16	-0.3	0	21
N#C/C(=C(/O)CN1C(=O)c2ccccc2C1=O)c1nc2ccccc2[nH]1	-9	-1	-22	-0.6	-16	-3	-0.5	3	-1
Cc1ccnc(SCC(=O)c2cccc([N+](=O)[O-])c2)n1	-3	1	10	-0.3	6	-7	0.1	3	-1
Cc1ccnc(NC(=O)c2cccc(NC(=O)c3ccccc3C)c2)c1	-4	0	-1	-0.6	-5	-1	0.0	1	21
Cc1nc(COC(=O)c2ccc(S(=O)(=O)N3CCCC3)cc2)cs1	12	-2	7	-0.2	-8	3	-0.1	3	11
N#C/C(=C\c1cccnc1)C(=O)Nc1ccccc1[N+](=O)[O-]	-24	-14	-15	1.2	4	-4	2.5	4	4

Next section; it opens with the 5 that closed the last part.
smiles	D2 antagonist	D1 potentiator	D1 antagonist	D2 agonist	RXFP1 antag	D2 potentiator	TRHR agonist	D1 ag	TRHR PAM
N#C/C(=C(/O)CN1C(=O)c2ccccc2C1=O)c1nc2ccccc2[nH]1	-9	-1	-22	-0.6	-16	-3	-0.5	3	-1
Cc1ccnc(SCC(=O)c2cccc([N+](=O)[O-])c2)n1	-3	1	10	-0.3	6	-7	0.1	3	-1
Cc1ccnc(NC(=O)c2cccc(NC(=O)c3ccccc3C)c2)c1	-4	0	-1	-0.6	-5	-1	0.0	1	21
Cc1nc(COC(=O)c2ccc(S(=O)(=O)N3CCCC3)cc2)cs1	12	-2	7	-0.2	-8	3	-0.1	3	11
N#C/C(=C\c1cccnc1)C(=O)Nc1ccccc1[N+](=O)[O-]	-24	-14	-15	1.2	4	-4	2.5	4	4
O=S(=O)(c1ccc(-c2ccon2)s1)N1CCN(c2ccncc2)CC1	-3	4	10	-0.5	-5	12	-0.3	6	17
Cc1cc(C(F)(F)F)nc(SCC(=O)Nc2cc(C)on2)n1	-4	0	-17	0.1	-5	-14	0.9	2	-6
CCC(=O)N1CCN=C1SCc1ccc(F)cc1	-10	.	-8	0.4	.	-7	0.2	1	5
CC(=O)Nc1ccc(C(=O)OCC(=O)Nc2ccccc2Sc2ccccc2)cc1	6	-3	-3	-0.1	-1	-4	0.4	1	-2
C=CCOCCN(CCOCC=C)C1=NS(=O)(=O)c2ccccc21	-23	-7	3	0.3	-4	-2	0.1	7	-4
Cc1cc2c(SCC(=O)NCC3CCCO3)ncnc2s1 (stereo not drawn)	0	1	11	-0.7	8	-7	-0.1	5	6
Cc1ccc(C(=O)NCCCNC(=O)c2ccco2)cn1	.	-9	7	.	5	.	0.5	2	-1
CCn1cc(S(=O)(=O)CC(=O)NC2CCCCC2)c2ccccc21	-4	-2	4	0.1	7	-7	-1.1	1	6
CCCCC(=O)NC(c1ccccc1OC)c1ccc2cccnc2c1O (stereo not drawn)	10	-1	-4	-0.3	7	2	0.5	3	4
O=C(COc1nnnc2ccccc12)N1CCCc2ccccc21	-8	2	-2	1.8	0	12	-0.3	1	4
COc1ccc(CCNC(=O)c2cc(S(=O)(=O)N3CCCC3)cn2C)cc1OC	-12	-12	-3	4.2	-19	0	-0.4	2	1
O=C(Nc1ccc(S(=O)(=O)Nc2cnc3ccccc3n2)cc1)c1ccc([N+](=O)[O-])cc1Cl	-8	-1	-6	-0.8	-1	-1	0.6	3	0
O=C(CN1C(=O)C2(SCC(=O)N2c2ccc(F)cc2)c2ccccc21)NC1CCCCC1 (stereo not drawn)	.	-3	-9	-0.1	.	-5	-0.4	-1	-4
COc1ccc(/C(C)=N/NC(=O)c2ccc(CSc3nncn3C)cc2)cc1	-5	-4	-17	6.4	-10	-3	0.5	3	1
CCCCCCC(=O)N/N=C1\CCCc2ccccc21	0	0	-6	-1.5	-11	1	0.0	-1	1
Cc1cc2cc(CNC(=S)NC3CCCCC3)ccc2n1C	2	-2	2	0.1	5	-2	0.1	3	-5
CCOc1ccc(-n2c(=O)c3c4c(sc3n(CC(=O)Nc3cccc(C(F)(F)F)c3)c2=O)CCCCC4)cc1	.	4	0	.	.	7	1.1	7	-2
O=S(=O)(Nc1ccc(Cl)cn1)c1cnc(Cl)c(Br)c1	-4	-10	7	2.3	-11	0	0.7	10	4
Cc1cccc(NC(=O)/C(C#N)=C/c2ccc(Cl)cc2)n1	-6	2	-1	-1.6	4	0	1.7	2	2
CCOC(=O)C1CCCN(C(=O)c2ccc3c(c2)sc2nc(-c4cccc(OC)c4)cn23)C1 (stereo not drawn)	.	0	-3	0.2	-14	12	0.5	1	14
COc1cc2c(cc1OC)CN(CC(=O)Nc1ccc(Cl)cc1Cl)CC2	-2	0	-1	-2.4	-23	11	-2.5	10	-2
CCCCC(=O)Nc1ccc(C(=O)NNC(=S)NC(=O)c2cccs2)cc1	-3	-13	3	-2.0	12	1	0.0	2	3
CC1CCC(NC(=O)c2ccc3c(c2)N(Cc2ccccc2)C(=O)c2ccccc2S3(=O)=O)CC1 (stereo not drawn)	.	-3	0	0.2	5	1	-0.3	8	0
Nc1nonc1-c1nc2ccccc2n1CC(=O)Nc1ccc(F)cc1	.	2	9	5.0	.	9	16	14	-3
CCC(=O)N1CCc2cc(Br)cc(S(=O)(=O)CCC(=O)Nc3ccc(Cl)cc3)c21	.	1	-5	3.0	-8	3	1.7	2	-2
CC(=O)N1CCN(C(=O)C(Cc2ccccc2)NC(=O)c2ccccc2)CC1 (stereo not drawn)	19	5	-5	0.1	1	-6	0.3	1	-2
O=C1OCc2cc(NC(=O)C3COc4ccccc4O3)ccc21 (stereo not drawn)	-20	-5	6	0.2	-16	-5	-0.3	-2	-9
COC(=O)c1cc(C#N)c(=O)[nH]c1C	17	-6	1	0.1	-1	1	0.0	1	-4
CCOc1ccc(NC(=S)N2CCN(C/C=C/c3ccccc3)CC2)cc1	-9	-2	-12	-2.2	-19	4	-0.4	1	-1
CCN(CC)c1ccc(-c2nn3c(-c4ccccc4OC)nnc3s2)cc1	16	-1	0	-0.8	-38	2	-0.8	19	2
NS(=O)(=O)c1ccc(CCNC(=O)CC(NC(=O)c2ccccc2Cl)c2ccccc2)cc1 (stereo not drawn)	-2	2	-6	-0.6	-13	3	-0.3	2	-4
COc1ccc(C(=O)N/N=C/c2ccc3cccc(O)c3n2)cc1	-4	-2	6	-0.3	-1	-7	-0.3	6	0
CC(C)c1nnc(NC(=O)C2CCCN2C(=O)Nc2cccc(Cl)c2)s1 (stereo not drawn)	8	6	21	0.6	-1	-22	1.7	-2	-1
CC(C)C[C@H](NC(=O)c1nc[nH]c1C(=O)N1CCNCC1)C(=O)OC(C)(C)C	2	-1	2	-0.1	.	-8	-0.1	-1	-9
CC1CCCC(NC(=O)CCC(=O)N2CCOc3ccccc32)C1C (stereo not drawn)	7	-4	-2	0.5	12	1	-1.4	3	-1
COc1ccc(CCNC(=O)c2c(C)nn(-c3ccccc3)c2Cl)cc1OC	8	4	26	2.2	-9	.	-0.5	0	1
O=C(c1ccc(Cl)cc1)c1ccc(CN2C(=O)c3ccccc3C2=O)o1	8	5	7	1.3	3	3	0.0	5	-3
Cc1ccc(C)c(C(=O)CCC(=O)Nc2ccc(F)cc2)c1	-11	-3	-14	-0.1	11	-11	-0.3	5	-9
N#Cc1nc(Cc2ccccc2)oc1NCc1ccccc1Cl	-20	-5	-37*	-0.6	-22	3	-1.4	9	10
CC1(C)C(=O)Nc2ccccc2N1C(=O)COC(=O)c1cc(S(C)(=O)=O)ccc1Cl	.	1	-4	.	-1	.	0.3	0	0
